SKKanGAS inh – blocks kanamycin growth of S. pyogenes SKKanGAS strain; BacTiter-Glo, 6 h; inhibition, % at 7.5 µM; hit rate 1.3% among 300,000;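 active = mean replicate score, as percent of positive control median, at least 50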;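 note: strain carries kanamycin resistance gene driven by streptokinase promoter and grows in 40 µg/ml kanamycin; loss of luminescence reflects streptokinase promoter inhibition or plain growth inhibition; 0% = median of DMSO wells and 100% = positive control at its reference dose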
RGS4 block – human RGS4 inhibition | B-score at 10 µM | hit rate 0.45% among 310,000 | P49798 | HEK293 M3R/RGS4 inducible, Fluo-4 calcium flux; hits give high values; triggered by carbachol at its EC20 | AID 463165;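 active = B-score, a plate-corrected calcium signal, over three deviations above library mean, with baseline fluorescence within five deviations of library mean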;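 note: RGS4 expression induced by doxycycline in cells with stable M3 receptor; B-score is computed from the integrated fluorescence ratio over baseline after carbachol; higher B-score means a larger calcium signal and so more RGS4 inhibition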
Target sequence (P49798 whole entry, looked up): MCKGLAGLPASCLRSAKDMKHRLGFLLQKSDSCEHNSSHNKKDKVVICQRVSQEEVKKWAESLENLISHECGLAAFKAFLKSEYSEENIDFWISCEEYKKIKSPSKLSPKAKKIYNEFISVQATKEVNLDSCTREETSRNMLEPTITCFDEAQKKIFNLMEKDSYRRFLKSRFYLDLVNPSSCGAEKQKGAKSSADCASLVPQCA
MrgX1 PAM – allosterically activates human MrgX1 receptor signaling | B-score at 10 µM | MrgX1-HEK293, Fluo-4 calcium flux, FDSS; hits give high values | hit rate 0.63% among 310,000 | Q96LB2;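 active = plate-corrected calcium response at least 3 library SD above typical, normal starting fluorescence, not activating the receptor alone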;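 note: compound read alongside a low EC10 to EC30 dose of BAM8-22 agonist; peak minus trough fluorescence over baseline measured at the second addition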
Target sequence (Q96LB2 whole entry, looked up): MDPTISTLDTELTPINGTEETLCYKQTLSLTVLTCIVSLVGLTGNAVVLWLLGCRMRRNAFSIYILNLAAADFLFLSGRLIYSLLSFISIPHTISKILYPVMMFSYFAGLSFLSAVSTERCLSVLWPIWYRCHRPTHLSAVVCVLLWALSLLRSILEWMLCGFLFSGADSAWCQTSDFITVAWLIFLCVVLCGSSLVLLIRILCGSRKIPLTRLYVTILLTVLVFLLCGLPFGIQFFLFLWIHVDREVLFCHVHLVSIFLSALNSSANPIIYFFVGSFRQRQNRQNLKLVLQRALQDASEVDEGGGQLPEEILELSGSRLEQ
TRPC4 inh – blocks the mouse TRPC4 cation channel. Q9QUQ5. HEK293 TRPC4beta/mu-opioid, DAMGO-evoked Fluo4 calcium flux; hits give low values. B-score at 10 µM. hit rate 0.39% among 300,000;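 active = B-score over 3 SD under the library average, no early fluorescence shift, positive overall ratio signal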
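Material: HEK293 cells with stable TRPC4beta plus mu-opioid receptor expression / Probe or stimulus: DAMGO in two steps, submaximal then maximal / Compound: single concentration per test compound / Technique: kinetic Fluo4 fluorescence imaging of calcium influx / Read-out: per-well B score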
MrgX1 agonist – human MrgX1 receptor agonism, primary screen; MrgX1-HEK293 cells, Fluo-4 calcium fluorescence, agonist mode; hits give high values; B-score at 10 µM; hit rate 0.44% among 310,000; AID 588627;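 active = calcium response B-score plate-corrected fluorescence ratio at least 3 library SD, with starting fluorescence B-score inside 5 SD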
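Assay system: MrgX1-expressing HEK293 cells / Amount: fifteen thousand cells per well / Doses: test compound in the initial addition of three / Timing: cells plated overnight, dye loaded 0.5 h 37 °C, 0.5 h room temperature / Technique: kinetic calcium dye fluorescence, Fluo-4 NW / Control set: positive and negative controls per plate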
TRPC6 act – mouse TRPC6 channel activation; AID 2550; Q61143; hit rate 0.13% among 310,000; B-score at 10 µM; HEK293-TRPC6 membrane potential dye fluorescence; hits give high values;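 active = B-score of the integrated fluorescence ratio above library mean plus 3 SD, and starting fluorescence ratio within library mean plus 5 SD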;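 note: higher score means more depolarization so channel activation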
RGS4 act – RGS4 potentiation or activation. HEK293 M3R/inducible RGS4, carbachol calcium flux Fluo4; hits give low values. B-score at 10 µM. hit rate 0.92% among 310,000;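 active = B-score of the integrated calcium signal more than 4 SD below the library mean, with starting fluorescence not abnormally high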;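 note: negative B-score means reduced calcium response which marks RGS4 activation or potentiation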
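System: HEK293 FlpIn-TREx cells, stable M3R, doxycycline-inducible RGS4. Timing: overnight RGS4 induction, 30 min dye load 37 °C, 20 min compound RT. Also added: carbachol, ECmax concentration. Measured by: Fluo4 fluorescence kinetic imaging of calcium. Evaluation: integrated calcium ratio converted to B score.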
Platelet DG rel – platelet dense granule release activity. inhibition, %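 (compounds screened at 7.5 µM in platelet-rich plasma)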. human platelet-rich plasma, SFLLRN dense granule ATP release, luminescence. hit rate 0.22% among 300,000;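 active = mean replicate score, as percent of positive control, at or above 50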
MrgX1 antagonist – antagonists of human MrgX1 receptor. hit rate 1.3% among 310,000. B-score at 10 µM. MRGX1-HEK293 calcium flux, Fluo-4, BAM8-22 antagonism; hits give low values;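 active = calcium-response B-score plate-corrected more than 3 library SD below zero, starting fluorescence within 5 deviations, no agonist response on first addition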;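 note: peak minus trough fluorescence over baseline after final BAM8-22 challenge near maximal dose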
HIF act – HIF pathway transcriptional activation. activation, % at 7.5 µM (by protocol). AID 1910. hit rate 0.32% among 300,000. U2OS HRE-luciferase reporter, luminescence; normalized: DMSO 0%, desferrioxamine 100%;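 active = mean activation of at least 10% of the iron chelator positive control signal, with at least half of replicates also reaching 10%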
TRPC6 inh – blocks the mouse TRPC6 cation channel; Q61143; AID 2553; hit rate 1.1% among 310,000; B-score at 10 µM; HEK293-TRPC6, membrane potential dye, ACh-evoked depolarization; hits give low values;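 active = B-score under library mean minus 3 SD, initial fluorescence not abnormally high, positive integrated signal ratio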;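 note: B-score derived from integrated fluorescence ratio over the kinetic read; more negative B-score means stronger inhibition of depolarization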
* marks the source's active call; other numbers are inactive results; i = inactive; x = no result given.

mol	SKKanGAS inh	RGS4 block	MrgX1 PAM	TRPC4 inh	MrgX1 agonist	TRPC6 act	RGS4 act	Platelet DG rel	MrgX1 antagonist	HIF act	TRPC6 inh
COC(=O)c1cc(NS(=O)(=O)c2ccc(Cl)c(N3C(=O)c4ccc(C(=O)O)cc4C3=O)c2)cc(C(=O)OC)c1	-4.9	i	9.93*	i	i	i	i	-6.8	i	-0.3	i
Cc1c(Cl)c([N+](=O)[O-])nn1CC(=O)NCC(C)C	0.9	i	i	i	i	i	i	-0.6	i	-0.1	i
CCCN(N=Nc1cccc([N+](=O)[O-])c1)c1cccc([N+](=O)[O-])c1	6.3	i	i	i	i	i	i	11.8	i	0.1	i
Cc1cccc(C(=O)NNC(=O)c2csc(N3CCOCC3)n2)c1C	-11.7	i	i	i	i	i	i	-0.5	i	0.0	i
Cc1ccc(S(=O)(=O)n2nc(OC(=O)c3ccccc3C)cc2N)cc1	1.7	i	i	i	i	i	i	6.6	i	-1.2	i
CC(OC(=O)Cc1coc2ccc3ccccc3c12)C(=O)NC(N)=O (stereo not drawn)	-2.5	i	i	i	i	i	i	3.1	i	-0.4	i
O=C(CN1C(=O)NC2(CCOc3ccccc32)C1=O)c1ccc(Br)cc1 (stereo not drawn)	-1.7	i	i	i	i	i	i	-9.5	i	0.0	i
CCOc1ccc(CC(=O)OCc2cc(=O)n3cc(Br)ccc3n2)cc1	x	i	i	i	i	i	i	x	i	x	i
Cc1cc(Nc2ccccc2)c2c([N+](=O)[O-])cc(C)c(C)c2n1	16.5	x	i	x	i	x	x	1.0	i	0.1	x
COc1ccc(C(=O)CN2C(=O)NC3(CCCc4ccccc43)C2=O)c(OC)c1 (stereo not drawn)	2.3	i	i	i	i	i	i	38.0	i	-0.4	i
CC(C)CN(CC(C)C)c1nnc(N)s1	-1.0	i	i	i	i	i	i	3.7	i	-0.2	i
CCc1nnc(NS(=O)(=O)c2ccc(NC(=S)NC(=O)/C=C/c3ccc(F)cc3)cc2)s1	-6.7	i	i	i	i	i	i	1.1	i	-0.3	i
O=C(CN1CCCCC1)Nc1cccc([N+](=O)[O-])c1	-0.3	i	i	i	i	i	i	3.2	i	0.5	i
O=C(CNc1cc(S(=O)(=O)N2CCOCC2)ccc1NCC1CCCO1)Nc1ccc(F)c(F)c1 (stereo not drawn)	1.5	i	i	i	i	i	i	6.3	i	0.1	i
COc1ccccc1OCC(=O)NNC(=O)c1cccs1	5.1	i	i	i	i	i	i	1.8	i	-0.6	i
Cc1cccc(-c2nc(CSc3nc4c(c(=O)[nH]3)CCC4)c(C)o2)c1	-2.7	i	i	i	i	i	i	5.3	-8.42*	-0.2	i
O=C(NC1CCCCC1)C(c1ccc2ncccc2c1)N(Cc1ccc2c(c1)OCO2)C(=O)c1ccc2c(c1)OCCO2 (stereo not drawn)	6.7	i	i	i	i	i	i	-3.6	i	-0.1	i
COc1ccc(N/C(=C2\CCCC2=O)C2CCCCC2)cc1	8.0	i	i	i	i	i	i	0.0	i	-3.1	i
CCCc1[nH]nc2c1C(c1ccoc1)C(C#N)=C(N)O2 (stereo not drawn)	-3.3	i	i	i	i	i	i	12.2	i	198.0*	i
Cc1csc(NC(=O)Nc2ccc(Cl)cc2)n1	-5.7	i	i	i	i	i	i	2.9	i	3.0	i
CCN(CC(=O)Nc1ccc(C(=O)OC)cc1)C1CCCCC1	2.6	i	i	i	i	i	i	2.8	i	-5.2	i
COc1cc(C(=O)NCc2ccco2)c(Br)c(OC)c1OC	-1.1	i	i	i	i	i	i	-4.4	i	-0.1	i
CC(C)CNC(=O)c1cccc(Cn2cc(Cl)cn2)c1	2.0	i	i	i	i	i	i	-18.9	i	-0.2	i
Cc1cc(=O)[nH]c(SCC(=O)Nc2ccc(Br)cc2)n1	-0.6	i	i	i	i	i	i	-9.4	i	0.2	i
CCCOc1ccc(-c2nc(N3CCN(CC)CC3)c3ccccc3n2)cc1	1.0	i	i	i	i	i	i	-3.4	i	-1.2	i
CC1CCCN(C(=S)SCC(=O)O)C1 (stereo not drawn)	1.8	i	i	i	i	i	i	-3.5	i	-28.7	i
Cc1cc(/C=C2/C(=N)N3C(=NC2=O)SN=C3S(C)(=O)=O)c(C)n1-c1ccc(F)cc1	64.2*	i	18.3*	i	i	i	i	-5.5	i	0.1	i
CCNC(=S)NNC(=O)CSc1nc2ccccc2n1C	2.4	i	i	i	i	i	i	-3.5	i	0.2	i
Cn1c2c(c(=O)n1-c1ccccc1)CSCC2	-0.6	i	i	i	i	i	i	-7.7	i	-0.2	i
Cc1ccc(Cl)cc1N1CCN(C(=O)CN2C(=O)c3cccc4cccc2c34)CC1	15.8	i	i	i	i	i	i	6.9	i	-0.1	i
CC(C)c1cc(C(F)(F)F)n2nc(C(=O)Nc3ccc4c(c3)OCO4)cc2n1	4.8	i	i	i	i	i	i	-5.8	i	2.1	i
O=C(Nc1ccccc1)C1=C(c2ccccc2)S(=O)(=O)CCS1(=O)=O	-28.6	23.2*	x	i	x	i	i	-5.6	x	-8.3	i
Cn1c(=O)n(-c2ccccc2)c(=O)c2c3c(sc21)COC(C)(C)C3	1.0	i	i	i	i	i	i	-6.3	i	-0.2	i
CCCc1nnc(NC(=O)CCC(=O)N2CCN(C3c4ccccc4-c4ccccc43)CC2)s1	0.3	i	i	i	i	i	i	-14.5	i	0.1	i
Cc1ccc(C(=O)OCC(=O)N(C)c2ccccc2)cc1C	4.5	i	i	i	i	i	i	0.1	i	-5.4	i
COC(=O)CCCNC(=O)c1ccccn1	-4.3	i	i	i	i	i	i	0.6	i	-0.1	i
COc1ccc(NS(=O)(=O)c2ccc(Oc3cccc(C(=O)O)c3)cc2)cc1	-2.5	i	i	i	i	i	i	-0.3	i	-0.4	i
O=C1NC(=O)C(CC(=O)N(Cc2cccs2)C2(C(=O)NC3CCCC3)CCCCC2)N1 (stereo not drawn)	-1.6	i	i	i	i	i	i	-3.1	i	0.0	i
COc1ccc(OC)c(/C=C/c2nc3ccccc3[nH]c2=O)c1	-9.6	i	i	i	i	i	-7.67*	1.2	i	0.2	i
O=C(Nc1ccc(Cl)cc1)Nc1nnc(/C=C/c2ccccc2)s1	-32.7	i	i	i	i	i	i	-0.8	i	-0.3	i
Cc1ccccc1C(=O)Nc1nc2c(C)csc2c(=O)s1	8.2	i	i	i	i	i	i	0.8	i	0.1	i
CC(C)NC(=O)NC(=O)COC(=O)c1ccccc1O	-2.5	i	i	i	i	i	i	1.8	i	-0.3	i
N#Cc1cccc(NC(=O)CC2CCCCC2)c1	-5.1	i	i	i	i	i	i	-3.3	i	-0.3	i
CSc1ccc(CNc2nnnn2C)cc1	1.5	i	i	i	i	i	i	7.5	i	0.0	i
CCn1ncc([N+](=O)[O-])c1C(=O)N1CCc2ccccc2C1	2.4	i	i	i	i	i	i	-1.9	i	-2.4	i
Cc1cccc(Oc2ccc(NC(=O)c3ccccc3C(=O)O)cc2)c1C	-5.4	i	i	i	i	i	i	2.3	i	0.2	i
CCN1CCN(C(=O)CN(CC)S(=O)(=O)c2ccc3ccccc3c2)CC1	5.2	i	i	i	i	i	i	-5.7	i	-1.7	i
C#CC(CC)(CC)NC(=S)Nc1cccc(C(C)=O)c1	21.5	i	8.34*	i	i	i	i	-16.5	i	0.1	i
COc1ccc(NC(=O)CN(C)C(=O)/C=C/c2cn(-c3ccccc3)nc2-c2ccc(C)cc2)cc1	58.1*	i	i	i	i	i	i	-12.6	i	-12.9	i
COc1ccc(Br)cc1C(=O)Nc1ccc(Cc2ccncc2)cc1	-16.8	i	i	i	i	i	i	-8.7	i	-0.4	i
O=S1(=O)[C@H]2C[C@@H]3C=C[C@@]2(CN1Cc1ccccc1F)O3	0.4	i	i	i	i	i	i	0.6	i	-0.3	i
Cc1nc2ccccc2nc1OCC(=O)N1CCN(c2ccccc2)CC1	0.3	i	i	i	i	i	i	2.9	i	0.0	i
COc1ccc(S(=O)(=O)N/N=C\c2ccc3c(c2)OCO3)c(OC)c1	0.4	i	i	i	i	i	i	4.1	i	0.1	i
COc1ccc(-c2cc3nc4c(c(N5CCC6(CC5)OCCO6)n3n2)CCC4)cc1	7.4	i	i	i	i	i	i	-1.8	i	-0.1	i
CCc1noc(C)c1C(=O)Nc1nc2ccc(S(C)(=O)=O)cc2s1	-3.0	i	i	i	i	i	i	6.5	i	0.4	i
Cn1c(=O)c2c(nc(N/N=C/c3cccs3)n2Cc2ccc(Br)cc2)n(C)c1=O	21.8	i	i	i	i	i	i	-1.3	i	1.4	i

The list goes on.
mol	SKKanGAS inh	RGS4 block	MrgX1 PAM	TRPC4 inh	MrgX1 agonist	TRPC6 act	RGS4 act	Platelet DG rel	MrgX1 antagonist	HIF act	TRPC6 inh
O=C(O)c1cnn2c(C(F)(F)F)cc(-c3ccccc3)nc12	0.9	i	i	i	i	i	i	1.2	i	-0.9	i
COc1cc(/C=N/Nc2nc(C)cc(C)n2)ccc1OC(=O)c1ccco1	-9.9	i	i	i	i	i	i	-6.0	i	0.2	i
Cc1cc(C)n2c(SCC(=O)Nc3ccc(F)cc3)nnc2n1	-1.4	i	14.5*	i	i	i	i	3.2	i	0.2	i
CCC(C)c1ccc(NC(=S)N2CCN(C(=O)C3CCCO3)CC2)cc1 (stereo not drawn)	23.5	i	i	i	i	i	i	-6.1	i	-0.4	i
Cc1ccsc1C1CC(=O)NC2=C1C(=O)CC(C)(C)C2 (stereo not drawn)	-0.3	i	i	i	i	i	i	9.8	i	0.1	i
O=C(Nc1cccc([N+](=O)[O-])c1)c1ccc2ccccc2c1O	27.7	i	i	i	i	i	i	0.4	i	0.7	i
Cc1ccc(NS(=O)(=O)c2cn(C)cn2)cc1	-0.3	i	i	i	i	i	i	-6.2	i	0.1	i

Assay outcomes as filed in PubChem BioAssay.
